Screens: PubChem, Sanford-Burnham Center for Chemical Genomics
hIAP activ = human IAP activators, primary screen, biochemical, luminescence, uHTS; purified human IAP, CDP-Star luminescence, 30 min; hits give high values; 1 = vehicle-only enzyme, 0 = enzyme-free background; activation factor at 10 µM; 0.16% of 330,000 active;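 active = activation factor of the enzyme at least 2-fold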; also: the source names both 10 and 20 µM as test concentration; values of inactives mirror those of a sister screen read the other way
GRIN3A LBD mod = binders of NR3A ligand-binding domain, primary screen, biophysical, differential scanning fluorimetry, uHTS | 2.5% of 340,000 active | Tm shift relative to glycine control, % at 25 µM | AID 1259313, 2017 | NR3A LBD differential scanning fluorimetry, Tm shift; 0% = protein alone, 100% = glycine-bound protein | Glutamate receptor ionotropic, NMDA 3A (GRIN3A) ligand-binding domain;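 active = melting temperature shift of at least 10% of the positive control shift, at one fixed dose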
MPTP inh = mitochondrial permeability transition pore inhibitors, primary screen, biochemical, isolated mouse mitochondria, absorbance. Ca2+ swelling absorbance, 30 min. AID 602449, 2012. inhibition, % at 10 µM. 1.4% of 360,000 active;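 active = inhibition of 50% or more, scaled per plate between neutral and stimulator controls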;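 also: 0% = DMSO wells given calcium and 100% = 1 mM EGTA wells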
SENP6 inh = SENP6 protease inhibitors, primary screen, biochemical, luminescence, uHTS; Sentrin-specific protease 6 (Homo sapiens), Q9GZR1; Recombinant SENP6 catalytic domain, aminoluciferin luminescence; inhibition, % at 10 µM; 1.8% of 330,000 active;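 active = inhibition above about 50% at the single tested dose, limit read from the data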;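 also: plate controls were DMSO wells with enzyme for no effect and DMSO wells lacking enzyme for full effect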
SENP1 FRET inh = human SENP1 catalytic domain inhibitors, primary screen, biochemical, FRET, uHTS | Sentrin-specific protease 1 (Homo sapiens), Q9P0U3 | recombinant SENP1 catalytic domain, CyPet-SUMO1-YPet FRET cleavage | inhibition, % at 10 µM | 0.21% of 360,000 active;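 active = inhibition at least 30% at 10 µM, raw YFP signal under a set limit, fluorescence ratio 0.5 to 1.5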;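 also: 0% = enzyme with DMSO and 100% = no enzyme wells; some results filed as inactive read as strong as hits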
Target sequence (Q9P0U3 419-644 limits assumed): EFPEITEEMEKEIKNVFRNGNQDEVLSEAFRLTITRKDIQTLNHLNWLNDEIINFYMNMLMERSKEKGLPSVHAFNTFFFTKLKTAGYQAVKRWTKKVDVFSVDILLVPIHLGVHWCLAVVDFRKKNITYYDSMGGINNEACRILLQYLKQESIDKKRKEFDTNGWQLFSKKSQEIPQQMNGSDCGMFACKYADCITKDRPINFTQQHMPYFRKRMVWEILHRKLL
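material = recombinant human SENP1 catalytic domain, His6-tagged | quantity = 20 pM enzyme | reagent = 25 nM SUMO1 FRET substrate | compound dosing = 10 µM single point, 0.5% DMSO | timing = 50 min enzyme reaction, room temperature, light-protected | detection = FRET, CFP and YFP emission | control set = no-enzyme low, enzyme-DMSO high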
ATG4B inh = ATG4B protease inhibitors, primary screen, biochemical, fluorescence, uHTS. inhibition, % at 8.33 µM. AID 504462, 2011. 0.51% of 340,000 active. ATG4B cleavage of LC3-PLA2, NBD-HPC fluorescence, 1 h. Cysteine protease ATG4B (Homo sapiens), Q9Y4P1; in the data active = inhibition above about 40%
Target sequence (Q9Y4P1 whole entry, looked up): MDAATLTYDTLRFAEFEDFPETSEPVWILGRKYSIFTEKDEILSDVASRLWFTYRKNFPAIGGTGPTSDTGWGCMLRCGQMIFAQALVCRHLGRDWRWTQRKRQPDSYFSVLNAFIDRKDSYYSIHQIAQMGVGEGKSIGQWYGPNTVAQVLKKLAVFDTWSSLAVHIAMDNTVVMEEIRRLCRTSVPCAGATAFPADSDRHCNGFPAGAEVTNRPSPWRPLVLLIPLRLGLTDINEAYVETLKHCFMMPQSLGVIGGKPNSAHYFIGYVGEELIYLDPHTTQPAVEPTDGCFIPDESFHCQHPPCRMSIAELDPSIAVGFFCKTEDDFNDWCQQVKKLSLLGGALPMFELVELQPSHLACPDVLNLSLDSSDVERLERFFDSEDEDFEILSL
SENP8 block = human SENP8 protease inhibitors, primary screen, biochemical, fluorescence, Nedd8 protein substrate, uHTS; Sentrin-specific protease 8 (Homo sapiens), Q96LD8; recombinant SENP8; inhibition, % at 20 µM; 0.64% of 360,000 active; in the data active = inhibition mostly above about 40%, no sharp cut-off; inactive = mostly below about 27%
Target sequence (Q96LD8 whole entry, looked up): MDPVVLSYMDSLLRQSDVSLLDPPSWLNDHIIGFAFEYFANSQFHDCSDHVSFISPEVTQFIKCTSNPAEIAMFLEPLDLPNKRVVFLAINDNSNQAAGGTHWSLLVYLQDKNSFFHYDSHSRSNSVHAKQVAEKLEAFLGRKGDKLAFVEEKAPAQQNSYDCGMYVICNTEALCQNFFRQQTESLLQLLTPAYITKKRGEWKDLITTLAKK
PfGluPho inh = PfG6PD enzyme inhibitors, primary screen, biochemical, fluorescence intensity, uHTS; PfGluPho enzyme, NADPH resazurin-diaphorase fluorescence; inhibition, % at 20 µM; 0.78% of 350,000 active; AID 504690, 2011;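 active = inhibition reaching at least a set limit at 20 µM in the primary screen, cut at about 59% in these data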;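 also: 0% = DMSO wells with substrate and 100% = DMSO wells lacking glucose-6-phosphate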
Numbers without * were called inactive; / = no result given.

SMILES,SENP1 FRET inh,SENP6 inh,PfGluPho inh,SENP8 block,GRIN3A LBD mod,ATG4B inh,MPTP inh,hIAP activ
O=C(Cc1ccccc1)Nc1ccccc1C(=O)Nc1ccc(C(=O)O)cc1,1,-5,4,-2,0,1,-1.3,0.87
CCN(CC)C(=O)CSc1nnc([C@H](CCSC)NC(=O)OC(C)(C)C)o1,-1,-6,-3,9,-22,3,-2.1,0.78
CC(C)C(=O)Nc1ccc2c(c1)nc(CCN1CCCCC1)n2C,-1,-11,2,16,1,-3,0.3,1.2
COc1ccc(/C=C/C(=O)c2c(C)cc(C)[nH]c2=O)c2ccccc12,-20,9,16,-19,1,3,1.3,1.2
Cc1nn(C)c(C)c1CN(C)S(=O)(=O)c1ccc2ccccc2c1,2,0,1,24,-1,-6,110*,1.1
Cc1nnc(SCC(=O)NC(=O)Nc2ccc3c(c2)OCCO3)n1N,4,-12,-13,20,0,-1,1.5,0.93
COc1cc(NC(=O)c2ccc(Br)cc2)ccc1NC(=O)c1cc2ccccc2o1,-3,15,0,-297,0,-8,-1.2,0.99
O=C(CN1CCN(Cc2ccc(Cl)cc2)CC1)N/N=C/c1c[nH]c2ccccc12,1,12,0,26,-1,-12,-1.0,0.96
O=C1C2C3C=CC(CC3)C2C(=O)N1/N=C/c1c(O)ccc2ccccc12 (configuration not stated),-70,-1,-19,3,1,1,0.5,1.5
NC(N)=NS(=O)(=O)c1ccc(NC(=S)Nc2ccc(F)cc2)cc1,12,20,8,20,1,-1,-0.3,1.1
c1ccc(-c2nnsc2Sc2ccccn2)cc1,3,-30,3,10,14*,-6,0.2,0.92
COc1ccc(NC(=O)Cn2nnc(C(=O)NCc3ccccc3OC)c2N)cc1Cl,2,5,0,10,-7,-9,3.0,0.74
COc1cccc(-c2nn(-c3ccccc3)cc2C(=O)NCC(=O)O)c1,-2,-7,-8,8,1,-8,-1.1,1.2
C=C(C)c1ccc(C(C)(C)NC(=O)N(Cc2ccccc2)Cc2ccco2)cc1,2,14,5,8,0,14,0.3,0.91
CCOc1ccc(NC(=O)CCS(=O)(=O)c2ccc(Br)cc2)cc1,4,-10,3,12,0,-10,0.4,0.92
O=C(COC(=O)c1ccccn1)NCCc1ccc(Cl)cc1,0,9,-4,-7,1,3,-1.0,1
CC(=O)OCCCN(C)CC/C=C1/c2ccccc2CSc2ccccc21,-2,-41,-7,18,-1,-9,1.7,0.96
CC(C)C(=O)Nc1ccc(-c2csc(-c3ccccc3)n2)cc1,0,-2,-1,-29,-10,2,4.0,0.95
CNC(=O)c1c(C)nc(SCC(=O)NCc2ccc(OC)cc2)c(C#N)c1-c1ccco1,1,-5,10,-20,0,-23,-1.1,0.89
COc1ccc(S(=O)(=O)NCCCn2ccnc2)cc1Cl,1,-6,-6,12,-2,-1,0.0,1
CCOC(=O)c1c(N)c(C#N)c2n1CCCCC2,1,-7,11,17,-1,-6,0.9,1.1
CC1CCCCC1NC(=O)CSc1nnc(CNC(=O)c2ccccc2)n1C (configuration not stated),-2,1,17,-10,4,6,-0.2,1.1
CC(=O)NCc1ccc(S(=O)(=O)NC2CCN(Cc3ccccc3)CC2)cc1,/,-6,-4,/,-6,3,/,1
Cc1ccc(N/C=C/C(=O)c2ccccc2)cc1Br,-98,63*,-7,-153,4,-10,1.3,0.86
O=C(OCn1nnc2ccccc2c1=O)C1COc2ccccc2O1 (configuration not stated),3,-30,-5,9,-3,-7,-0.2,1.1
COc1ccc(CC(CN)c2ccccc2)cc1 (configuration not stated),-3,3,-20,0,-4,3,-0.3,0.97
CC(=O)c1ccc(NC(=O)COC(=O)CCN2C(=O)c3cccc([N+](=O)[O-])c3C2=O)cc1,0,-5,0,9,-2,-9,0.3,1.4
CCCCNC(=O)c1onc(CSc2ccncc2)c1C(=O)NCCCC,0,0,40,2,2,2,-0.9,0.97
COc1ccc(-n2nc(C(=O)N3CCCCC3)c3ccccc3c2=O)cc1,2,-13,-18,-104,-10,3,-1.0,0.91
COc1ccc(CCNC(=O)CC2SC(N)=NC2=O)cc1OC (configuration not stated),1,-1,-11,0,-1,-5,0.7,1
COc1ccccc1NC(=O)c1oc2ccc(C)cc2c1C,-1,-9,40,1,4,-1,2.0,1.2
O=C(NCCOc1ccccc1)c1cc2ccccc2o1,-1,-1,-7,7,-1,8,17,1.1
COC(=O)CSc1nnc(NC(=O)C2CC(=O)N(c3ccc(F)cc3)C2)s1 (configuration not stated),-1,-3,14,3,-1,-3,-0.8,0.87
COc1ccc(NC(=O)c2cn(CCC#N)nc2-c2cc3ccccc3o2)cc1,3,4,8,8,-6,-18,2.6,1
COc1ccc(-c2cc(C(=O)NCC(c3ccccc3)N(C)C)c3ccccc3n2)cc1OC (configuration not stated),-4,-5,-6,-311,0,-10,1.2,1
COc1ccc(N=CC2=C(O)c3ccccc3C2=O)c(OC)c1,6,90*,3,50*,-3,-7,-0.8,0.93

Single entries from the results shown:
`COc1cccc(-c2nn(-c3ccccc3)cc2C(=O)NCC(=O)O)c1` | MPTP inh: -1.1
`CC(C)C(=O)Nc1ccc(-c2csc(-c3ccccc3)n2)cc1` | GRIN3A LBD mod: -10
`NC(N)=NS(=O)(=O)c1ccc(NC(=S)Nc2ccc(F)cc2)cc1` | SENP6 inh: 20

Next section.
SMILES,SENP1 FRET inh,SENP6 inh,PfGluPho inh,SENP8 block,GRIN3A LBD mod,ATG4B inh,MPTP inh,hIAP activ
COC(=O)C1(C(F)(F)F)N=C(C(F)(F)F)Nc2ccc(Cl)cc21 (configuration not stated),1,-8,49,11,-1,-7,10,0.98
CCCCn1c(N)c(N(CCC(C)C)C(=O)c2c(CC)noc2C)c(=O)[nH]c1=O,-9,/,-4,-2,/,/,0.6,/
C[C@@H](C(=O)Nc1ccc2ccccc2c1)[C@H]1C[C@]1(C)[C@H](NC(=O)OCc1ccccc1)c1ccccc1,1,6,-1,8,2,6,1.7,1
COc1cccc(N2CC(C(=O)NNC(=O)c3ccc(Cl)cc3)CC2=O)c1 (configuration not stated),1,6,-12,9,7,-4,0.5,1.4
O=C1CCCCCN1Cc1nnc(SCc2nc3ccccc3s2)n1-c1ccccn1,-23,6,17,-11,0,-11,0.3,1
Cc1cc(C)nc(SCC(=O)NCc2ccco2)n1,-2,4,-2,9,0,14,-0.3,1
COc1ccc(CCNc2nc(-c3ccc(O)cc3)cs2)cc1OC,-4,21,12,-2,-1,2,30,0.96
Cc1nc(NC(=O)C2CC2)sc1C(=O)Nc1cccc(Cl)c1,-2,12,9,-1,-10,-8,-0.6,0.91
CC(C)Cn1c(SCC(=O)Nc2ccc(Cl)cc2F)nc(O)cc1=O,-2,9,-26,11,-1,-3,0.9,0.77
O=C1c2oc3ccccc3c(=O)c2C(c2ccccn2)N1Cc1ccccc1 (configuration not stated),4,-13,-5,9,0,-8,3.7,1.3
Cc1nc2ccccc2c(=O)n1NC(=O)c1ccc(C(C)(C)C)cc1,0,-11,3,18,0,2,-0.1,1
Cc1cccc(-c2noc(CCC(=O)NC3CCCC3)n2)c1,/,-14,2,/,-1,2,/,1.1
CCOc1ccc(S(=O)(=O)N2CCOCC2)c2ccccc12,2,4,8,-34,-2,-6,-0.1,1.2
CC(/C=N/n1cnnc1)=C\c1ccccc1,3,16,7,20,-1,-15,-0.1,1
Cc1ccc(NC(NC(=O)c2ccccn2)C(Cl)(Cl)Cl)cc1 (configuration not stated),1,-8,1,-36,-7,-4,2.0,1
COc1cccc(NC(=O)CN(C)C(=O)CC2CCCCC2)c1,0,-13,3,16,0,2,-0.2,1.2
N#CCCN(C(=S)Nc1ccc(Cl)c(Cl)c1)C1CCCCC1,-1,/,-2,8,/,/,64*,/
O=C(CNC(=O)c1cccc(F)c1)N/N=C/c1cccc([N+](=O)[O-])c1,2,2,15,13,-2,-1,4.5,1.1
Cn1c(=O)oc2cc(S(=O)(=O)CCC(=O)NCCc3ccccc3)ccc21,1,-6,6,-1,0,-2,-0.7,1.1
N/C(Cc1nc(-c2ccc(F)cc2)cs1)=N\O,-7,-9,-2,-5,-1,3,0.4,1.2
O=C(O)/C(=C\c1cccc(C(F)(F)F)c1)c1ccc(S(=O)(=O)N2CCCC2)s1,-4,-21,-19,-17,1,0,0.5,0.94
CN(C)[C@@H]1C(=O)C(C(N)=O)=C(O)[C@@]2(O)C(=O)C3=C(O)c4c(O)ccc(Cl)c4[C@@H](O)[C@H]3C[C@@H]12,23,3,6,-10,0,1,2.5,0.92
COc1ccccc1C(=O)N1CCCC1(C#N)c1ccccc1 (configuration not stated),2,-7,-4,30,-2,3,-5.8,0.99
O=C(NNC(=O)c1ccccc1[N+](=O)[O-])c1cccs1,2,-11,-13,12,-1,-1,-1.1,0.86
CC(=O)N/C(=N/c1nc(C)cc(C)n1)Nc1ccc(C)cc1C,-1,-27,-2,9,-2,-4,0.3,1
COc1ccc(N2C(=O)[C@@H]3Cc4ccccc4CN3C2=O)cc1,2,10,-20,27,2,1,0.8,0.75
c1ccc(-n2c(-c3ccncc3)nnc2N2CCOCC2)cc1,0,8,-3,-4,2,1,-0.4,1.1
O=C(Nc1ccc(S(=O)(=O)Nc2cnc3ccccc3n2)cc1)c1ccc(F)cc1,2,1,-12,-487,0,-1,1.7,0.91
Cc1cccc(NC(=O)NNC(=O)CCc2ccccc2)c1,0,6,2,11,-3,-7,-0.4,1.3
O=C(Nc1ccc(Cc2ccncc2)cc1)c1cc(F)c(F)cc1Cl,1,-4,-12,5,1,-15,-4.0,0.97
O=C(O)C1CCCCN1S(=O)(=O)c1ccc2ccccc2c1 (configuration not stated),2,9,-6,7,1,4,1.5,0.92
CC1=C(C(=O)Nc2ccccc2C(=O)NC2CCCCC2C)SCCO1 (configuration not stated),1,-1,0,4,-4,6,1.9,1
CCOC(=O)c1c(NC(=O)CSc2nnc(CNc3ccc(OC)cc3)n2C)sc(C)c1C,0,-2,8,13,1,-10,2.3,1.2
CC(=O)Nc1ccc(N(CC(=O)NCC2CCCO2)C(=O)CCC(=O)Nc2cc(C)on2)cc1 (configuration not stated),2,-6,-10,3,-2,5,-0.4,1.1
Cc1ccc(NC(=O)CN2CCC(NC(=O)C3CCCCC3)CC2)c(Br)c1,1,-23,29,11,-3,-1,3.2,1.2
COc1ccc(C(CC(=O)c2ccccc2)C2CCCCC2=O)cc1 (configuration not stated),5,-12,3,7,-3,5,1.1,1.1
CC1CCCC(NC(=O)COC(=O)c2ccccc2Sc2ccccc2C#N)C1C (configuration not stated),4,-18,4,-2,16*,18,1.3,0.89
Cc1cnc(NC(=O)CSc2nc3ccccc3s2)s1,3,0,-2,15,0,-7,-0.6,1
CCOC(=O)/C(C(N)=NC)=C(\O)c1ccccc1,3,-11,0,12,-2,-9,0.5,0.94
CCOC(=O)C(NC(C)=O)(Nc1cccc(F)c1)C(F)(F)F (configuration not stated),0,-6,8,12,7,-2,-1.1,0.95
Cc1cc(NCCO)nc(-n2nc(C)cc2C)n1,3,3,6,25,-3,-4,4.0,0.85
